HT1080-NT tox: kills 2HG-producing HT-1080-NT fibrosarcoma cells; HT-1080-NT fibrosarcoma viability, CellTiter-Glo ATP luminescence, 48 h; Potency, µM (series often up to 46.1 µM), without a hit: at the highest dose activity, negative = less viability, hits mostly cytotoxic; 1.6% of 360,000 active; AID 686970;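 note: NT is the 2HG producing partner of a matched IDH1 knockdown line; 0% = DMSO-treated cells and -100% = media-only wells without cells; nearly all actives have a fitted effect of over 55% in size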
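HT-1080-NT fibrosarcoma cells (2HG-overproducing), 750 cells/well in RPMI with 5% FBS, dosed after 2 h and incubated 48 h at 37C. CellTiter-Glo luminescence normalized to DMSO and no-cell wells; concentration-response curves fitted and classed.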
HT1080 IDH1KD tx: HT-1080 IDH1 knockdown cell toxicity (counter line); Potency, µM (titrated, usually from 46.1 µM), inactives show at the highest dose activity, negative = toxicity, usual class: cytotoxic; 2% of 360,000 active; HT-1080 IDH1 knockdown viability, ATP luminescence, 48 h; AID 686971;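 note: 0% = DMSO wells and -100% = cell-free medium wells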
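IDH1KD HT-1080 cells, 750/well, RPMI + 5% FBS; compound pinned after 2 h settling; 48 h, 37 °C; CellTiter-Glo luminescence; % activity normalised to DMSO and no-cell wells; curves fitted, classed by r2 and efficacy.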
GLP1R inv ag: inverse agonists of human GLP-1 receptor; HEK293 GLP-1R CRE-luciferase, luminescence, 24 h; GLP-1R form is constitutively active; Potency, µM (highest dose often 38.3 µM), for inactives: at the highest dose activity change, negative = inhibition, most hits filed as inhibitors; AID 624417; P43220; 1.6% of 410,000 active; note: % is set by controls: 0 for no effect and ±100 for the full control effect; nearly all actives have a fitted effect of over 55% in size
Target sequence (P43220 whole entry, looked up): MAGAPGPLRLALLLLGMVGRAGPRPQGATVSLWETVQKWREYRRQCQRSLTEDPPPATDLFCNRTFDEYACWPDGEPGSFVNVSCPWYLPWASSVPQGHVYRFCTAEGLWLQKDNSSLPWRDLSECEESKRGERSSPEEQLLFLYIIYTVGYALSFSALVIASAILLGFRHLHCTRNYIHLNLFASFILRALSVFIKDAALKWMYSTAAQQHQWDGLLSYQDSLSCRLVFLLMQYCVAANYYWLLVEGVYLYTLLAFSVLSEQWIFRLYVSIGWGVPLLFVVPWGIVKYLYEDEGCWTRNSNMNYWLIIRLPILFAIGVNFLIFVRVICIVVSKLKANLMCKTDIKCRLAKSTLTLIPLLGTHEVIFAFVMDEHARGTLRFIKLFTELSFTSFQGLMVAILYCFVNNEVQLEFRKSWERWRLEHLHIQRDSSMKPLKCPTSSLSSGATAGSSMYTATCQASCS
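Using stably transfected HEK293 (constitutively active GLP-1R, cAMP-luciferase reporter), compounds were incubated 24 hr and luciferase measured by luminescence.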
GLP1R cytotox: cytotoxicity counter-screen for GLP-1 receptor inverse agonists | HEK293 cAMP-luciferase reporter cells, luminescence, 24 h | Potency, µM (top dose mostly 38.3 µM), without a hit: at the highest dose activity change, negative = inhibition, actives largely listed as inhibitors | 0.13% of 410,000 active;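 note: loss of luciferase light is scored as toxicity; % is set by controls: 0 for no effect and ±100 for the full control effect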
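1536-well qHTS counterscreen of the MLSMR; 200 cells/uL, 12 h pre-incubation, 23 nL cpd, 24 h at 37 deg C 5% CO2, luciferase detection reagent, 12 min RT, luminescence. Inhibition = undesired.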
KB-3-1 tox: KB-3-1 parental cell cytotoxicity; KB-3-1 viability, CellTiter-Glo ATP luminescence, 72 h; Potency, µM (highest dose often 46.1 µM), inactives show top-dose activity change, negative = cytotoxic, hits mostly cytotoxic; 1.4% of 400,000 active; AID 1347075; note: % is set by controls: 0 for no effect and ±100 for the full control effect; nearly all actives have a fitted effect of over 60% in size
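Using CellTiter-Glo luminescence, growth of non-resistant KB-3-1 adenocarcinoma cells is assessed 72 h after pin-tool compound addition at 37 °C. Normalized responses across the concentration series yield fitted curves.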
SW480 rerep: induces DNA re-replication in SW480 colon adenocarcinoma cells. SW480 DNA re-replication, Hoechst DNA content imaging, 48 h. 1.8% of 340,000 active. Potency, µM (titrated, usually from 46.1 µM), inactives show top-dose re-replication activation, most hits filed as activators; note: % of control where 0% means no effect; nearly all actives have a fitted effect of over 55% in size
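250 cells/well; 23 nL cpd via pin tool; 48 hr, 37 C, 5% CO2; Hoechst 40 min; imager read of total nuclear intensity, ex 405/em 500-530 nm.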
TDP-43 yeast inh: inhibitors of TDP-43 toxicity in yeast | TDP-43 expressing yeast growth rescue, BacTiter-Glo, 24 h | Potency, µM (top dose mostly 46.1 µM), for inactives: at the highest dose growth rescue (activation), hits mostly activators | 1.8% of 410,000 active | AID 652104; note: % of control where 0% means no effect; nearly all actives have a fitted effect of over 50% in size
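Luminescence from BacTiter-Glo reports growth of TDP-43-expressing yeast after 24 hr at 30 deg C with compound. Cells were raffinose-pregrown to mid-log, then seeded in galactose medium at OD600=0.02.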
KB-V1 MDR tox: kills drug-selected multidrug resistant KB-V1 cells; KB-V1 MDR cells viability, CellTiter-Glo, 72 h; Potency, µM (titrated, usually from 46.1 µM), for the others: at the top dose activity change, negative = cytotoxicity, most hits filed as cytotoxic; 3.4% of 400,000 active; AID 1347076; note: % is set by controls: 0 for no effect and ±100 for the full control effect; nearly all actives have a fitted effect of over 60% in size
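KB-V1 MDR subline cells in DMEM (phenol-red free, 10% FBS) exposed to compounds in qHTS concentration series for 72 h at 37 degrees C. Viability read by CellTiter-Glo luminescence; concentration-effect curves fitted after normalization and correction.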
GLP-1R agonist: agonists of human GLP-1 receptor | 0.007% of 380,000 active | HEK293 GLP-1R CRE-luciferase, luminescence, 4-6 h; cells express a hypersensitive GLP-1R form | Potency, µM (doses to about 45.6 µM), for inactives: at the top dose activation, actives largely listed as activators | AID 624172 | P43220; note: % of control where 0% means no effect
Numbers without * were called inactive; ? = inconclusive; . = not tested or not shown; [ ] = dose if it differs, or a comment. Calls come from the whole dose curve; as a rule, active = well fitted curve in the direction sought with a large enough effect; inconclusive = small, poorly fitted or top-dose-only effect, or another doubt; inactive = no such curve, though single readings can be large; an effect the other way counts as inactive or inconclusive. Potency is the fitted concentration of half-maximal effect.

Structure,GLP1R inv ag,SW480 rerep,HT1080-NT tox,TDP-43 yeast inh,GLP1R cytotox,KB-V1 MDR tox,GLP-1R agonist,HT1080 IDH1KD tx,KB-3-1 tox
CC(=O)c1cccc(CN2CCN(Cc3ccc(F)cc3)C(CCO)C2)c1 (centres undefined),-13%,-9%,-2%,0%,2%,-13%,-10%,-2%,-4%
CCCCOc1cccc(C(=O)O)c1,0%,-5%,11%,5%,-3%,-1%,-7%,15%,10%
COc1ccc2[nH]c3c(c2c1)CNCC3,-14%,.,1%,13%,5%,13%,2%,1%,6%
COc1ccccc1CNC(=O)CCC(=O)Nc1nnc(C)s1,11%,-2%,21%,-4%,-7%,?,-5%,13%,2%
CC(C)Cn1c(SCC(=O)N2CCc3ccccc3C2)nc2cc(Cl)ccc2c1=O,?,14%,0%,21%,-4%,?,0%,-1%,-1%
Cc1ccccc1OCc1ccc(-c2nc(C#N)c(N3CCCCC3)o2)o1,?,.,.,1%,4%,?,.,.,-7%
O=C(O)c1ccc([N+](=O)[O-])cc1Sc1ccsc1,-11%,-3%,5%,19%,14%,-14%,3%,13%,-10%
CCC(O)CNc1nc(SC)nc2sc3c(c12)CCN(C)C3 (centres undefined),36%,-5%,13%[9.24 µM],-16%,8%,-3%,10%,-20%,8%
COc1cc(C(c2c(C(=O)O)[nH]c3ccccc23)c2c(C(=O)O)[nH]c3ccccc23)ccc1OCc1ccccc1,?,3%,-2%,-7%,-22%,4%,-1%,-8%,17%
CCn1c(C)nc2cc(OC)ccc21,4%,-6%,22%,-9%,19%,14%,5%,17%,6%
CCOC1CCCc2oc(-c3ccc(N(C)C)cc3)c(C(=O)OC)c21 (centres undefined),?,.,?,25%,4%,8.2µM*,17%,?,?
CC(NC(=O)c1cccc(S(=O)(=O)N2CCc3ccccc3C2)c1)c1ccco1 (centres undefined),-10%,-2%,2%,12%,-20%,?,1%,1%,-10%
CCOc1ccc(-c2cc(CCCC(=O)NCCc3ccc(OC)c(OC)c3)no2)cc1,-14%,.,.,22%,1%,-8%,6%,.,-17%
Cc1ccc(NC(=O)CCN2C(=O)C3CCCCC3C2=O)cc1[N+](=O)[O-] (centres undefined),7%,-620%[inhibitor],-2%,0%,-7%,-1%,7%,-8%,1%
COc1cc(CNc2ncn[nH]2)cc(Br)c1OC,3%,-5%,11%,0%,1%,-28%,-7%,4%,1%
COc1ccc(NC(=O)c2c(NCc3cccs3)sc3c2CCCC3)c(OC)c1,?,.,.,-30%,-20%,7%,.,.,-14%
Cc1cccc(C)c1NC(=O)C(c1ccccc1)N1CCC1=O (centres undefined),7%,2%,8%,12%,-5%,11%,-5%,9%,18%
Cc1cc(/C=C(/C#N)c2cccc(F)c2)c(C)n1-c1cccnc1,0%,?,?,-33%[inhibitor],-12%,0%,8%,-30%,-4%
Cc1cc(C)cc(OCc2cc(=O)n3c4c(sc3n2)CCCC4)c1,12%,.,.,13%,2%,?,-1%,.,11%
CNC(=O)C1CC(=O)N(Cc2ccc3c(c2)OCO3)C(=Nc2ccc(OC)cc2)S1 (centres undefined),?,0%,-26%,-27%,9%,-28%,13%,-25%,-8%
Cc1ccc(C(=O)N2CCC(C(=O)c3ccc(Cl)cc3)CC2)cc1,?,-7%,?,17%,-16%,-15%,2%,-11%,-5%
CCCCCC(=O)c1ccc(O)cc1O,15%,6%,-17%,?,-2%,19%,30%,-3%,5%
O=C(N1CCOCC1)N1CCCN(C(=O)N2CCOCC2)CC1,8%,-2%,5%,-11%,1%,19%,10%,8%,-2%
CSc1ccc(CN(C)CC(=O)Nc2cccc(Br)c2)cc1,?,-2%,3%,7%,0%,-12%,9%,-1%,-1%
O=C(N/C(=C\c1cccnc1)C(=O)N1CCCCC1)c1cccc(Br)c1,2%,-34%[inhibitor],2%,-2%,0%,-6%,7%,-1%,13%
Cc1cc2oc(=O)cc(CN(C)Cc3ccccc3F)c2cc1Cl,-5%,7%,5%,-11%,-4%,0%,7%,8%,-9%
COC1C=COC2(C)Oc3c(C)c(O)c4c(O)c(c(CN5CCN(C)CC5)c(O)c4c3C2=O)NC(=O)C(C)=CC=CC(C)C(O)C(C)C(O)C(C)C(OC(C)=O)C1C (centres undefined),-6%,?,4%,7%,?,2%,-5%,12%,11%
CC(C)CC(N)c1csc(Nc2ccc(C(=O)c3ccccc3)cc2)n1 (centres undefined),?,.,?,-2%,-25%,?,-3%,-21%,0%
CC(C)c1cc(C(=O)Nc2cccc(C(F)(F)F)c2)no1,-8%,?,14%,4%,24%,-13%,17%,0%,-1%
CC(=O)N1c2ccc(S(=O)(=O)N3CCCC(C(=O)NCc4ccc(Cl)cc4)C3)cc2CC1C (centres undefined),-16%,20%,-16%,13%,-6%,-6%,8%,-12%,?
CC(C)COc1ccc(C(=O)Nc2cc3nn(-c4ccccc4)nc3cc2Cl)cc1,6%,.,.,9%,0%,23%,.,.,0%
O=C(CSCc1c(F)cccc1Cl)NCc1ccncc1,3%,10%[1.84 µM],2%,.,-12%,3%,0%,4%,6%
COc1ccccc1C1CC(=O)Oc2cc(C)c(Cl)c(C)c21 (centres undefined),?,2%,6%,17%,-7%,29%,-4%,-3%,11%
CCOc1ccccc1NC(=O)Cc1c(F)cccc1Cl,0%,-7%,5%,15%,-2%,-3%,-14%,25%,-3%
COc1ccc(NC(=O)c2ccc(COCC(F)(F)C(F)F)cc2)cc1,-2%,-4%,6%,2%,-6%,?,1%,1%,-18%
Cc1ccnc(NS(=O)(=O)c2ccc(NC(=O)C34CC5CC(C)(CC(C)(C5)C3)C4)cc2)n1,-10%,4%,2%,3%,5%,-3%,-15%,2%,21%
CC1(C(=O)NS(=O)(=O)Cc2ccccc2)CCN1C(=O)C1(c2ccc(Cl)cc2)CC1 (centres undefined),-21%,.,4%,?,-5%,-13%,-8%,3%,-11%
CCC(=O)N1CCc2cc(S(=O)(=O)CCC(=O)N3CCCC(C)C3)ccc21 (centres undefined),19%,-39%,5%,9%,6%,5%,6%,1%,1%
COc1cccc2cc(C(=O)NCc3ccco3)c(=Nc3ccc(C(=O)O)cc3)oc12,21%,?,?,-8%,-10%,?,2%,-21%[9.24 µM],12%
Cc1ccc(S(=O)(=O)N2C[C@H]3N(C(=O)OC(C)C)N(C(=O)OC(C)C)C[C@H](OC(=O)NCC4CCCCC4)[C@@]3(O)C2)cc1,4.5µM*,.,21µM*,14%,?,?,-3%,?,?
O=C(O)c1ccc(Sc2ccccn2)c([N+](=O)[O-])c1,3%,-16%,1%,-8%,0%,-7%,-1%,0%,4%
O=C1Nc2ccccc2C1=Nc1ccccc1-c1ccccc1,-31%,-2%,-7%,15%,-23%,?,11%,6%,?
Cc1nc(C)n(C(C)CNC(=O)c2ccccc2)n1 (centres undefined),5%,-6%,19%,9%,3%,28%,-10%,3%,28%
CCOC(=O)c1ccc(NC(=O)Cn2nnc(-c3ccccc3)n2)cc1,-30%,-18%,-9%,-1%,48%[activator],-1%,-8%,-24%,3%
COc1ccc(Cc2nnc(NC(=O)c3ccccc3[N+](=O)[O-])s2)cc1,-1%,-75%[inhibitor],-4%,-1%,-13%,0%,-7%,-1%,0%
CCCCn1nc(C(=O)NCc2ccccc2CN2CCCC2)c2ccccc2c1=O,?,-2%,-19%,1%,-29%,1%,13%,-2%,-9%
CCCCCCCCNS(=O)(=O)CCNC1CC1,-18%,-10%,5%,15%,0%,19%,7%,-1%,2%
CC1CCCCC1NC(=O)CCC(=O)N1CCOc2ccc(Cl)cc21 (centres undefined),?,-2%,-2%,-9%,-11%,5%,6%,-3%,4%
CCn1c(=O)c2sccc2n2c(CCC(=O)Nc3cc(C)cc(C)c3)nnc12,14%,.,.,0%,4%,?,1%,.,28%
CCCC(=O)C1=C(N2CCCC2)CC(C)(C)C(C(=O)OC)C1=O (centres undefined),21%,-3%,3%,-15%[1.82 µM],-3%,?,6%,7%,1%
CCOc1ccc(N2CC(C(=O)OCC(=O)NCc3ccccc3)CC2=O)cc1 (centres undefined),11%,-3%,4%,-21%,13%,-2%,0%,0%,3%
COc1ccc(CC(=O)NNC(=S)NCC2CC2)cc1OC,20%,-3%,0%,-10%,-8%,?,4%,-1%,-18%
N=c1c2c(-c3ccccc3)c(-c3ccccc3)n(Cc3ccco3)c2ncn1CCN1CCOCC1,?,27%,?,-22%,?,?,0%,?,?
CN(C)CCCN(C(=O)c1cc(Cl)sc1Cl)c1nc2cc3c(cc2s1)OCO3,?,24%,?,4%,3%,?,-3%,?,-30%
Cc1ccc(C(=O)N/C(=C\c2sccc2C)C(=O)NCc2ccco2)cc1,?,1%,8%,2%,-5%,4%,-8%,5%,4%

Quoted at random: three records from the list
Structure,GLP1R inv ag,SW480 rerep,HT1080-NT tox,TDP-43 yeast inh,GLP1R cytotox,KB-V1 MDR tox,GLP-1R agonist,HT1080 IDH1KD tx,KB-3-1 tox
CCCC(=O)C1=C(N2CCCC2)CC(C)(C)C(C(=O)OC)C1=O (centres undefined),21%,-3%,3%,-15%[1.82 µM],-3%,?,6%,7%,1%
COc1ccc(Cc2nnc(NC(=O)c3ccccc3[N+](=O)[O-])s2)cc1,-1%,-75%[inhibitor],-4%,-1%,-13%,0%,-7%,-1%,0%
N=c1c2c(-c3ccccc3)c(-c3ccccc3)n(Cc3ccco3)c2ncn1CCN1CCOCC1,?,27%,?,-22%,?,?,0%,?,?

Rows are unselected; overall some 9.4% were active at least once.
